Assay outcomes from PubChem BioAssay.
esBAF inh – Bmi1 luciferase reporter increase in mESCs, primary screen, esBAF inhibitor project, mouse ES cells, Bmi1 luciferase knock-in, single point; 24 h; 100% = twice the neutral-well signal; reporter increase, % at 12.5 µM; hit rate 2% among 350,000; in the data active means activation above about 40%;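 further: 0% = median of the plate's neutral control wells and 100% = double that signal; a rise in the Bmi1 reporter signal indicates esBAF inhibition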
C2C12 statin – suppressors of statin myotoxicity in C2C12 myotubes, primary screen, cell-based, single point, plate reader | C2C12 myotubes + simvastatin, ATP luminescence, 48 h; scaled: DMSO 0, geranylgeraniol control 100 | rescue of ATP level, % at 7.49 µM | hit rate 0.78% among 330,000 | AID 602340, 2012;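 active means mean ATP rescue above about 67%, or every replicate alone reaching that limit, limit read from the data, passing the limit was not always enough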;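 further: myotubes were challenged with 10 µM simvastatin during compound exposure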
LGR2 inh – inhibitors of bursicon-induced LGR2 CRE-luciferase signal, primary screen, cell-based, HEK293, CRE-luciferase reporter, bursicon stimulation. AID 720647, 2013. Drosophila bursicon receptor LGR2 (rickets). hit rate 0.35% among 380,000. bursicon-stimulated, 4 h. inhibition, % at 9.99 µM;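 active means drop in luminescence signal, shown as inhibition above about 50% in the replicate tests, limit read from the data, passing the limit was not always enough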;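 further: agonist challenge used bursicon conditioned medium at about half maximal strength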
FN deposition inh – inhibitors of fibronectin matrix deposition, primary screen, AH1F cells, Alexa488-fibronectin fluorescence, plate reader | AH1F fibroblasts, overnight | inhibition, % at 12.6 µM | hit rate 0.086% among 350,000 | AID 743247, 2014;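 active means mean inhibition across replicates of 30% or more, regardless of how many single replicates reach that level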;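 further: positive control wells lacked labelled fibronectin entirely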
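material = AH1F fibroblast monolayer depositing Alexa488-labelled fibronectin into matrix | amount = 10000 AH1F cells/well | buffer or medium = DMEM plus 2% serum, read in PBS | incubation = 1 h cell adhesion before compound, then overnight fibronectin incubation | detection = fluorescence at 485 nm excitation, 525 nm emission | evaluation = percent inhibition as loss of matrix-bound fibronectin fluorescence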
Casp6 inh – human caspase-6 inhibitors, primary screen, biochemical, VEID-R110 fluorescence, single point, set 2; inhibition, % at 12.5 µM; P55212; purified caspase-6, Z-VEID-R110 cleavage fluorescence; hit rate 0.53% among 350,000; AID 686996, 2013;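 active means mean inhibition across replicates at least about 35%, with every replicate also reaching that limit, limit read from the data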;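 further: 0% = median of neutral control wells and 100% = no fluorescence left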
Target sequence (P55212 24-179 limits assumed): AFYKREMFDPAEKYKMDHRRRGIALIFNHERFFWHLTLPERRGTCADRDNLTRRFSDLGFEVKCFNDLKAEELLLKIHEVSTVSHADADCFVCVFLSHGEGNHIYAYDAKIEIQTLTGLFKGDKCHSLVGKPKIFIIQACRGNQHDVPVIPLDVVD
Target sequence (P55212 194-293 limits assumed): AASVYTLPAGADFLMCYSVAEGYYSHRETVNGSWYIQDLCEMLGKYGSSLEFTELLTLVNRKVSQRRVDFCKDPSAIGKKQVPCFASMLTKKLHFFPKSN
S100A4 inh HTS – inhibitors of S100A4-myosin IIA peptide binding, primary screen, biochemical, fluorescence polarization, TAMRA-MyoIIA peptide; inhibition, % at 10.7 µM; hit rate 0.14% among 360,000;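 active means mean inhibition of at least 70% across replicates, with every replicate also reaching that level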
Target sequence (P26447 whole entry, looked up): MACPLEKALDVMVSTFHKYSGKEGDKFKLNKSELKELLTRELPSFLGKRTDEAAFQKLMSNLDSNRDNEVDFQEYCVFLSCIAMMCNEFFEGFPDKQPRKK
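Material: S100A4 monomer protein | Medium: HEPES pH 7.2 with CaCl2, KCl, NaCl, DTT, Triton | Reagent: Labelled myosin peptide probe, 5 nM | Doses: One dose per compound | Times: 5 min incubation before reading | Benchmarks: Neutral control DMSO, positive control TFP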
SIRT5 inh – SIRT5 desuccinylase inhibitors, primary screen, biochemical, fluorescence imaging, single point, set 5; NAD-dependent protein deacylase sirtuin-5, mitochondrial (Homo sapiens), Q9NXA8; Purified SirT5, succinyl-peptide AMC, trypsin-coupled fluorescence; inhibition, % at 15 µM; hit rate 1.1% among 330,000; AID 652115, 2013; in the data active means inhibition above about 15%
Target sequence (Q9NXA8 whole entry, looked up): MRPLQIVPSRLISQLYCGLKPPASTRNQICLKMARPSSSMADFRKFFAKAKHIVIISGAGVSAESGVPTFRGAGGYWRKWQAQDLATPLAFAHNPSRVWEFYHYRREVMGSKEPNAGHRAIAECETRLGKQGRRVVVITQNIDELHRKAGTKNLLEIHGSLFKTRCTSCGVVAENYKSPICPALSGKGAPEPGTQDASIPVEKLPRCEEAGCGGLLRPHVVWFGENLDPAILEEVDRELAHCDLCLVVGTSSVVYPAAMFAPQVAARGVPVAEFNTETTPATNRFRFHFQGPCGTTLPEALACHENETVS
* = called active by the depositor; . = no result given. Some of the compounds tested; rates above refer to the full screens.

SMILES	esBAF inh	C2C12 statin	LGR2 inh	FN deposition inh	Casp6 inh	S100A4 inh HTS	SIRT5 inh
CC(=O)NC1CC2CCCC(C1)N2S(=O)(=O)c1cccc(F)c1 (stereo not given)	-3	3	.	9	.	.	.
O=C(C1CCC1)N1C[C@H]2[C@@H](c3ccccc31)[C@H](CO)N2C(=O)Cc1ccccn1	-2	7	7	15	1	-6	5
O=C(Nc1ccc(-c2nc3ccccc3o2)cc1)c1cc(-n2cnnc2)ccc1Cl	28	1	.	-19	.	.	.
CN(Cc1ccccc1)C(=O)c1ccc(NC(=O)Cc2ccc(NC(=O)C3CCN(C(=O)C4CCCCC4)CC3)cc2)cc1	-26	-56	2	-1	-1	-1	-3
CC=Cc1ccc2n(c1=O)C[C@H]1[C@H](CO)[C@@H](C(=O)N3CCCCC3)N(Cc3ccccc3OC)[C@@H]21 (mixture of isomers)	4	6	10	.	-1	5	-1
CC(C)(C)c1ccc(C(=O)N2CCCC2)s1	47*	-15	-21	-13	1	6	-8
O=c1[nH]nc(-c2n[nH]c(=O)o2)o1	-4	-2	-7	-1	0	-2	-1
CSCCC(NS(=O)(=O)c1ccc2c(c1)oc(=O)n2C)C(=O)NCc1ccc(C)cc1 (stereo not given)	.	.	13	-10	-2	5	.
Cc1ccc(N/N=C(\C#N)C(=N)N2CCCCC2)cc1	9	-22	.	9	3	-2	3
Cc1cc(C)cc(C(=O)NCC(=O)OCN2C(=O)c3ccccc3C2=O)c1	-20	-4	3	-5	0	-7	-2
CCCCN1C2CCCC1CC(NC(=O)C1CCCCC1)C2 (stereo not given)	-2	4	.	-7	.	.	.
C[C@@H]1CN([C@@H](C)CO)C(=O)Cc2cc(NC(=O)Cc3ccccc3)ccc2O[C@@H]1CN(C)C(=O)Nc1cccc2ccccc12	1	6	-1	.	-1	-26	.
CC1CCCC(NC(=O)NC(=O)COC(=O)C2=NN(c3ccccc3)C(=O)CC2)C1C (stereo not given)	1	11	9	-1	1	1	0
C[C@@H]1CN([C@@H](C)CO)C(=O)c2cc(NC(=O)CCCN(C)C)ccc2O[C@@H]1CN(C)Cc1ccc(Cl)c(Cl)c1	0	-7	10	2	-1	-4	-1
CCCN(C)C[C@H]1Oc2cc(-c3cccc(OC)c3)ccc2S(=O)(=O)N([C@@H](C)CO)C[C@H]1C	-9	-108	3	.	2	3	-1
N/C(=N\OC(=O)c1ccc(Cl)cc1[N+](=O)[O-])c1cccnc1	.	.	-83	5	-1	6	-1
NC(Cc1ccccc1)c1csc(Nc2ccc(C(=O)NCCCO)cn2)n1 (stereo not given)	2	2	10	.	0	-9	-3
CN(C)C(=O)c1c2c(nc3ccccc13)CCCC2	.	.	1	0	0	-4	-2
COc1ccc2c3c(n(C)c2c1)[C@@H](CO)N(C(=O)c1cccc(F)c1)CC31CN(CC2CC2)C1	.	.	-1	.	-1	3	5
Cc1ccc(Cn2nnnc2CN2CCC(O)(c3ccccc3F)CC2)cc1	-3	65	7	.	1	-1	-1
C[C@@H]1CN([C@H](C)CO)C(=O)c2cccc(NC(=O)NC3CCCCC3)c2O[C@@H]1CN(C)Cc1ccc2c(c1)OCO2	-2	-48	-2	-2	3	3	0
COc1cc(/C=N/NC(=O)c2cc[n+]([O-])cc2)ccc1O	1	2	18	2	-4	0	2
CN(C)C(=O)c1cc2c(c(-c3cccc(-c4ccc(F)cc4)c3)n1)[C@H](CCO)N([S@@](=O)C(C)(C)C)C2	-6	6	-2	-4	5	-52	0
COc1ccc(CN(C(=O)c2snc(C(N)=O)c2N)C(CC(C)C)C(=O)NC2CCCCC2)cc1 (stereo not given)	-1	-34	-25	-6	-2	1	2
COC(=O)Cn1c(=O)n(CCc2ccccc2)c(=O)c2c3c(sc21)CCCC3	.	.	1	.	-1	13	-1
O=C(CNc1ccc(F)cc1)c1ccccc1	.	.	.	-4	-2	-10	-4
C[C@H](O)C#Cc1ccc([C@@H]2[C@@H](CO)N3CCCCN(CC4CCOCC4)C[C@@H]23)cc1	.	.	4	.	-2	-13	-1
O=C(O)CCC(=O)N1N=C(c2ccc(Br)cc2)CC1c1cccc(Br)c1 (stereo not given)	2	5	-3	-5	7	-5	-2
O=C(CN1CCC(NC(=O)c2cccc(F)c2)CC1)Nc1ccc(Br)cc1	2	-9	-4	9	-2	-2	-6
OC1(c2cccc(C(F)(F)F)c2)CCNCC1	-7	-7	.	8	.	.	.

Individual results from the entries so far:
Casp6 inh, COc1cc(/C=N/NC(=O)c2cc[n+]([O-])cc2)ccc1O = -4
esBAF inh, OC1(c2cccc(C(F)(F)F)c2)CCNCC1 = -7
SIRT5 inh, O=C(CNc1ccc(F)cc1)c1ccccc1 = -4
S100A4 inh HTS, C[C@H](O)C#Cc1ccc([C@@H]2[C@@H](CO)N3CCCCN(CC4CCOCC4)C[C@@H]23)cc1 = -13

The results go on:
SMILES	esBAF inh	C2C12 statin	LGR2 inh	FN deposition inh	Casp6 inh	S100A4 inh HTS	SIRT5 inh
CC1CCN(C(CNS(=O)(=O)c2ccccc2)c2ccccc2)CC1 (stereo not given)	2	2	0	-6	-5	-10	-3
COc1cccc(-c2ccc(SCC(=O)c3ccccc3)nn2)c1	.	.	-58	4	-2	-3	-1
CN(c1cnn(-c2ccccc2)c(=O)c1Cl)n1cccc1	20	18	-12	-3	3	5	-3
Cc1ccc(NCc2nnc(SCC(=O)NCc3ccco3)n2CC2CCCO2)c(C)c1 (stereo not given)	-1	-7	.	-5	.	.	.
COc1ccc(Cl)cc1NC(=O)CN(C)CC(=O)NCc1ccc(F)cc1	-2	-11	-1	3	-3	-8	1
COc1ccc(S(=O)(=O)N(C)C[C@H]2Oc3ccc(NC(=O)Nc4ccc(F)cc4)cc3C(=O)N([C@H](C)CO)C[C@@H]2C)cc1	0	-61	13	.	-1	5	1
CC1C(=O)N2CCCc3cc(NC(=O)C(=O)NCCc4ccccc4)cc1c32 (stereo not given)	1	-5	-6	-7	-1	-3	3
Nn1c(Cc2ccccc2F)nnc1SCC(=O)Nc1cccc(S(=O)(=O)NC2=NCCCCC2)c1	-5	4	0	.	11	2	-3
CC(=O)NC1=NC(=O)/C(=C/c2cc(C)n(-c3ccc(NC(C)=O)cc3)c2C)S1	7	4	4	-1	3	0	-2
CCc1cccc2c(=O)c(C(=O)N3CCOCC3)c[nH]c12	-3	3	.	2	.	.	.
CN(C)C(=O)C[C@@H]1CC[C@H]2[C@H](COc3ccc(NC(=O)c4cnccn4)cc3C(=O)N2C)O1	-8	4	-8	-8	-1	-9	-1
CCN1[C@@H]2c3ccc(/C=C/c4ccccc4)c(=O)n3C[C@@H]2[C@@H](CO)[C@@H]1C(=O)N(C)C	-1	9	2	.	-3	-1	-6
C[C@@H]1CN([C@H](C)CO)C(=O)c2cc(C#CC(C)(C)O)cnc2O[C@@H]1CN(C)C(=O)C1CCCCC1	4	-12	-5	.	.	.	.
O=C(NCCCCCCNC(=O)OCCO)OCCO	.	.	-30	-9	0	5	-3
CCCNC(=O)N1[C@H](CO)[C@H](c2ccc(C3=CCCC3)cc2)[C@@H]1CNC(C)=O	1	-3	6	18	.	.	.
COc1cccc(NC(=O)N[C@@H]2CC[C@@H](CC(=O)NCc3ccccn3)O[C@@H]2CO)c1	-9	1	-2	-3	-3	1	-3
Cc1ccc(-c2cnc3c(c2)C(=O)N([C@H](C)CO)C[C@@H](C)[C@H](CN(C)S(C)(=O)=O)O3)cc1	1	7	7	.	.	.	.
COc1ccccc1-c1ccc(SCC(=O)Nc2cc(C)on2)nn1	.	.	-15	3	2	-3	-2
CC(C)(C)c1ccc(NC(=O)CC2(C(F)(F)F)OCCO2)cc1	36	-48	.	-1	.	.	.
COc1ccc(S(=O)(=O)Nc2c(NC3CCCCC3)c3ccccc3oc2=O)cc1OC	1	-6	2	0	1	-1	-3
O=C(NCc1ccccc1)C(c1ccccc1F)N(C(=O)c1csnn1)C1CCCC1 (stereo not given)	-10	-1	2	-4	5	7	.
Cc1cc(NS(=O)(=O)c2ccc(NC(=O)CSc3nnc(-c4ccco4)n3C)cc2)nc(C)n1	.	.	-2	-6	-5	-4	-5
COc1ccc(CN(C)C[C@H]2Oc3c(NC(=O)CCCCCC(=O)Nc4ccccc4N)cccc3C(=O)N([C@H](C)CO)C[C@@H]2C)cc1	.	.	-15	9	0	-9	-1
Cc1cc(C)n(C2CC(=O)N(c3cccc(Cl)c3)C2=O)n1 (stereo not given)	.	.	8	-12	-2	6	-1
CN1CCN(c2ccc(CNS(=O)(=O)c3ccccc3)cc2)CC1	7	2	.	3	1	14	-2
O=C(C[C@@H]1CC[C@H]2[C@@H](COC[C@H](O)CN2C(=O)Nc2ccc(C(F)(F)F)cc2)O1)NCC1CCCCC1	-3	-35	2	-3	3	3	3
CCOc1ccc(N(CC(=O)Nc2ccc(C)c(C)c2)S(C)(=O)=O)cc1	84*	5	-40	-7	5	-1	-3
COc1ccccc1/C=C/C(=O)NCC(=O)N/N=C(/C)c1ccco1	-4	3	3	-1	1	-20	-1

Reformatted with each value named: part of the list above
C[C@H](O)C#Cc1ccc([C@@H]2[C@@H](CO)N3CCCCN(CC4CCOCC4)C[C@@H]23)cc1
  esBAF inh: .
  C2C12 statin: .
  LGR2 inh: 4
  FN deposition inh: .
  Casp6 inh: -2
  S100A4 inh HTS: -13
  SIRT5 inh: -1

O=C(O)CCC(=O)N1N=C(c2ccc(Br)cc2)CC1c1cccc(Br)c1 (stereo not given)
  esBAF inh: 2
  C2C12 statin: 5
  LGR2 inh: -3
  FN deposition inh: -5
  Casp6 inh: 7
  S100A4 inh HTS: -5
  SIRT5 inh: -2

O=C(CN1CCC(NC(=O)c2cccc(F)c2)CC1)Nc1ccc(Br)cc1
  esBAF inh: 2
  C2C12 statin: -9
  LGR2 inh: -4
  FN deposition inh: 9
  Casp6 inh: -2
  S100A4 inh HTS: -2
  SIRT5 inh: -6

OC1(c2cccc(C(F)(F)F)c2)CCNCC1
  esBAF inh: -7
  C2C12 statin: -7
  LGR2 inh: .
  FN deposition inh: 8
  Casp6 inh: .
  S100A4 inh HTS: .
  SIRT5 inh: .
